# Source: PubChem
# NCF1 inh = blocks human p47phox regulatory protein of NADPH oxidases | P14598 | p47phox/p22phox peptide binding, fluorescence polarization, 2 h | inhibition, % at 24.7 µM | hit rate 0.53% among 220,000;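 active means inhibition above about 30%, limit read from the data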;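 further: 0% = p47phox with labelled peptide and 100% = labelled peptide alone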
# NPY-Y2 PAM-ag = potentiators or agonists of human neuropeptide Y receptor Y2. P49146. cells expressing NPY-Y2, potentiator/agonist read-out. activation, % at 3.6 µM. hit rate 0.45% among 220,000. AID 1359; in the data active means activation above about 27%;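 further: cells stimulated with NPY near EC25 plus isoproterenol at EC100; 0% = vehicle plus submaximal agonist and 100% = vehicle plus saturating agonist; some results beyond the cut were filed as inactive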
# Target sequence (P49146 whole entry, looked up): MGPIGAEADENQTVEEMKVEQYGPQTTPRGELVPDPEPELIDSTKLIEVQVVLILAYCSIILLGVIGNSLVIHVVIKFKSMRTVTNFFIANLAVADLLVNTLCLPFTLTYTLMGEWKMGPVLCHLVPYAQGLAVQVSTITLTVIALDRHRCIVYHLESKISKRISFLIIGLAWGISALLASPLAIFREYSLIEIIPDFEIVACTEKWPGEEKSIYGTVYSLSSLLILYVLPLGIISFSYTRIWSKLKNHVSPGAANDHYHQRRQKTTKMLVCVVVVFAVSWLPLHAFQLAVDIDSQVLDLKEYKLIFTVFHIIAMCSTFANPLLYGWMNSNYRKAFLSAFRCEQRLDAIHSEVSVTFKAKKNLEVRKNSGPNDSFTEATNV
# S1P4 antag = antagonists of human S1P4 receptor | hit rate 0.26% among 220,000 | inhibition, % at 4.98 µM | AID 1510 | S1P4-expressing cells, antagonist mode, reporter read-out; in the data active means inhibition above about 29%;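 further: 0% = wells stimulated with agonist and 100% = vehicle wells without agonist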
# Target sequence (O95977 whole entry, looked up): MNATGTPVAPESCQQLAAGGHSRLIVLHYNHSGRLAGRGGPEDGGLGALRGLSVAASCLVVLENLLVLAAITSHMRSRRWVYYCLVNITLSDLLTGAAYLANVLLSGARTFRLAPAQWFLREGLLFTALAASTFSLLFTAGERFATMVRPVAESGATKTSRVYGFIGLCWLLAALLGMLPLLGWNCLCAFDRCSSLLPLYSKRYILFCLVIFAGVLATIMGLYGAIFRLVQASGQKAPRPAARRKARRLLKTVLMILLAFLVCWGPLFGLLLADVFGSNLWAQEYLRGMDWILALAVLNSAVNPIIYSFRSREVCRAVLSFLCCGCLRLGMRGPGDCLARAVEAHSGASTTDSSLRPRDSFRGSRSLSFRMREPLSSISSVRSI
# NPY1 pot ag = potentiators or agonists of human neuropeptide Y receptor Y1; P25929; NPY-Y1 expressing cells, potentiator/agonist activation; activation, % at 3.6 µM; hit rate 0.37% among 220,000; AID 1304; in the data active means activation above about 33%, passing the limit was not always enough;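 further: cells stimulated with NPY at EC10 then isoproterenol at EC100; 0% = low agonist plus stimulus and 100% = saturating agonist plus stimulus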
# NPY Y1 blocker = blocks the human neuropeptide Y Y1 receptor | HEK293-CNG Y1 cells, membrane potential fluorescence; NPY at EC95, then isoproterenol | inhibition, % at 3.6 µM | hit rate 1% among 200,000;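 active means inhibition above the campaign mean inhibition of all tested compounds plus 3 SD, cut at about 20% in these data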;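 further: 0% = DMSO wells given NPY plus isoproterenol and 100% = isoproterenol alone without NPY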
#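 Assay system: HEK293 Y1/CNG channel cell line; Doses: single compound dose of 3.6 µM, 0.4% DMSO; Timing: dye 3 h, compound 60 min room temperature, stimulation 45 min; Technique: Membrane-potential fluorescent dye readout; Measure: % inhibition of NPY effect.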
# BaF3 tox = counter-screen for JAK2V617F inhibitors: parental Ba/F3 viability inhibitors; CellTiter-Glo ATP luminescence; inhibition, % at 5.6 µM; hit rate 1.1% among 220,000;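 active means inhibition above a per-campaign cutoff, the mean inhibition of all tested compounds plus 3 SD, cut at about 27% in these data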;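 further: 0% = DMSO wells and 100% = JAK Inhibitor I control wells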
# S1P4 ag = human S1P4 receptor agonism; O95977; S1P4-expressing cell line, agonist reporter assay; activation, % at 4.98 µM; hit rate 0.35% among 220,000; in the data active means activation above about 11%;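 further: 0% = DMSO vehicle and 100% = reference agonist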
# Ba/F3 V617F tox = loss of viability in JAK2V617F-driven Ba/F3 cells; Ba/F3 EpoR-JAK2V617F viability, ATP luminescence; inhibition, % at 5.6 µM; AID 1446; hit rate 1.1% among 220,000;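 active means inhibition above the campaign mean plus 3 SD over all tested compounds, cut at about 24% in these data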;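 further: cytokine-independent growth of Ba/F3 cells driven by EpoR plus mutant JAK2; 0% = DMSO-treated cells and 100% = JAK inhibitor I control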
# CHOP inhibitor = CHOP inhibition in unfolded protein response; CHO-K1 CHOP-promoter luciferase, tunicamycin-induced, 15-18 h; inhibition, % at 10 µM; hit rate 3.8% among 220,000;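 active means compounds that reduced the stress-induced luciferase reporter signal by more than about 70% of percent inhibition, limit read from the data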;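 further: 0% = tunicamycin plus vehicle and 100% = wells without tunicamycin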
# Starred values were filed as active, the others as inactive; x = no result given. This is a random part of the collection. Share with any hit: about 7.1%.
SMILES,NCF1 inh,NPY-Y2 PAM-ag,S1P4 antag,NPY1 pot ag,NPY Y1 blocker,BaF3 tox,S1P4 ag,Ba/F3 V617F tox,CHOP inhibitor
Cc1ccc(OCC(=O)Nc2ccc(C)c(S(=O)(=O)N3CCCCCC3)c2)c([N+](=O)[O-])n1,-15,-6,-30,10,-3,2,-0.1,3,65
CCN(C(=O)c1cn(CC)c(=O)c2cc(OC)c(OC)cc12)c1ccccc1C,-15,4,10,-5,4,2,-1.3,-2,21
CCOC(=O)C1=C(O)C(=O)NC(c2ccccc2)=C(OCC)C1,-6,6,-13,-23,-1,4,1.8,0,95*
CC(=O)Nc1ccc(S(=O)(=O)NCC(=O)OCC(=O)NC23CC4CC(CC(C4)C2)C3)cc1,-9,6,-12,19,6,2,0.7,-3,12
Cc1ccc(O)c(NC(=O)C2CC(c3ccc(F)cc3)=NO2)c1 (stereo not given),-2,3,9,-3,-4,12,1.3,4,1
CS(=O)(=O)N(CC(=O)NCCSCc1cccc(Cl)c1)c1ccc2c(c1)OCO2,-20,6,1,1,0,3,0.2,-1,34
O=S(=O)(Nc1nc2ccccc2nc1Cl)c1ccccc1,4,7,-1,8,7,6,0.2,-3,-15
CCCCN1C(=O)C(O)(CC(=O)c2ccccc2OC)c2ccccc21 (stereo not given),-4,-1,-4,-21,2,10,0.1,3,9
CN(c1ccc(OCC(=O)NC2CCCC2)cc1)S(=O)(=O)c1cccs1,-14,-17,-6,-14,5,6,2.2,-1,45
COc1ccccc1OCCCc1c(C)n[nH]c1C,-13,9,-3,12,-5,9,-3.1,0,-18
CCc1cc2c(=O)[nH]c(Cc3ccc(Cl)cc3)nc2s1,-8,-2,9,3,0,4,-0.4,1,53
O=C(c1ccc(CSc2ccccc2)cc1)N1CCCCCC1,-1,7,-2,2,0,0,1.1,-3,24
COC(=O)NC1(C(=O)O)CCCC1,-10,13,10,7,x,-1,-0.7,-3,18
O=C(NNC(=S)NC(=O)c1ccccc1[N+](=O)[O-])c1ccccc1[N+](=O)[O-],-15,-4,9,-17,10,7,-1.7,4,40
COc1ccccc1OCC(=O)Nc1nonc1NC(=O)COc1ccccc1OC,4,14,6,-13,3,11,-0.1,5,-22
Cc1ccc2nc(-c3ccccc3)nc(SC(C)C(=O)NCc3cccs3)c2c1 (stereo not given),-5,-20,-10,2,-3,8,-0.1,3,45
O=c1[nH]ncc(N2CCCCC2)c1Cl,20,3,2,-5,0,0,-1.1,-2,36
O=C(NCC(c1cccs1)N1CCOCC1)c1cc(-c2ccc(F)cc2)nc2ccccc12 (stereo not given),-11,-25,-19,-6,4,6,-0.8,-3,23
CC/C(=N\NC(=O)c1ccc(CN(C)S(=O)(=O)c2ccc(C)cc2)cc1)c1ccc(OC(F)F)cc1,-2,-9,-21,-10,2,2,0.8,-1,23
CC(C)(C)c1ccccc1NC(=O)NC1CCN(Cc2c(F)cccc2Cl)CC1,-11,5,13,-8,x,1,0.9,-1,-7
CC1CCCC(C)N1C(=O)COC(=O)c1ccc2c(c1)OCO2 (stereo not given),-2,11,2,10,0,4,1.1,-1,36
O=C(CSC1=NC(=O)C(Cc2ccccc2)C(=O)N1)Nc1ncc(Br)cc1Br (stereo not given),-19,3,-18,-6,0,-2,0.3,0,10
CCOC(=O)c1cnc2cc(C)ccn2c1=O,-5,1,-13,11,-2,6,1.6,-3,4
O=C(CSc1nnc(COc2ccc(Br)cc2)o1)N1CCOCC1,-5,1,-11,-5,0,9,0.2,2,-3
O=C1C2CCCN2C(=O)N1CCCCN1CCN(c2ccccc2)CC1 (stereo not given),-8,-12,-12,-10,0,8,-1.3,3,1

# Results in NPY-Y2 PAM-ag and NPY Y1 blocker, for some of the entries so far:
Structure | NPY-Y2 PAM-ag | NPY Y1 blocker
CN(c1ccc(OCC(=O)NC2CCCC2)cc1)S(=O)(=O)c1cccs1 | -17 | 5
COc1ccccc1OCCCc1c(C)n[nH]c1C | 9 | -5
CCc1cc2c(=O)[nH]c(Cc3ccc(Cl)cc3)nc2s1 | -2 | 0

# Later entries:
SMILES,NCF1 inh,NPY-Y2 PAM-ag,S1P4 antag,NPY1 pot ag,NPY Y1 blocker,BaF3 tox,S1P4 ag,Ba/F3 V617F tox,CHOP inhibitor
CCOC(=O)Cc1cc(=O)[nH]c(Nc2nc3ccccc3o2)n1,-5,-10,-6,-2,-3,-2,-1.2,-1,24
Cc1ccc(S(=O)(=O)N(C)c2c(C)ccc(S(=O)(=O)Nc3ccncc3)c2C)cc1,-5,21,-10,9,1,1,-0.5,-2,53
O=C(NCCc1cccs1)C1CC(c2ccccc2[N+](=O)[O-])=NO1 (stereo not given),-6,-9,2,-13,0,0,0.8,0,-17
Cc1ccc(SC(C)C(=O)NCC(C)C)cc1 (stereo not given),-16,7,-1,-1,2,3,1.0,0,10
CCc1cccc(CC)c1NC(=O)COC(=O)/C(C#N)=C/c1ccc(OC)cc1,-22,-13,1,0,3,2,6.6,-3,75*
Cc1ccc(NC(=O)CCc2c(C)nc3ncnn3c2C)nc1,-16,0,-16,-11,0,5,-0.9,0,0
Cn1c(Cc2csc(N)n2)nnc1SC/C=C/c1ccccc1,-8,-1,15,-2,0,0,-1.7,-2,15
COCCNS(=O)(=O)c1ccc(SC)cc1,1,10,-5,-19,13,4,0.7,4,-6
CCc1ccc(OC2=NS(=O)(=O)c3ccccc32)cc1,-4,-3,-8,0,5,2,14*,2,-2
COc1cccc(/C=N/NC(=O)c2nc(-c3ccccc3)cc(-c3ccccc3)n2)c1,-9,6,-8,5,0,6,1.3,-2,12
O=C(CSC1=Nc2ccccc2C2=NC(Cc3c[nH]c4ccccc34)C(=O)N12)NC1CCCCC1 (stereo not given),-33,9,-10,-1,9,6,2.5,0,3
Cc1[nH]c2ccccc2c1N=Nc1ccccc1F,-21,16,-16,8,-4,7,1.4,5,-11
CC(CC(=O)N1CCc2ccccc21)c1ccccc1 (stereo not given),-8,-7,7,-7,-3,4,-1.2,4,58
C=CCNc1nc(Cl)nc(Nc2ccc(OC)cc2)n1,-2,0,-18,12,4,10,0.7,0,28
Nc1nc(-c2ccc3c(c2)NC(=O)CO3)cs1,-16,-5,-12,-18,3,3,-1.4,-1,14
COc1ccc(C(=O)NCC2CCCO2)cc1OC (stereo not given),-2,-7,-10,22,x,-3,-1.4,-2,13
Cn1c(SCC(=O)c2cccs2)nnc1-c1ccco1,5,3,-9,4,-11,2,-0.9,-2,-44
CCOC(=O)C(C)n1cnc2c(nnn2Cc2ccc(Cl)cc2)c1=O (stereo not given),0,1,-75,-3,-4,4,1.3,-2,28
COc1ccc(C(=O)NC(=S)N2CCOCC2)cc1OC,-9,0,-2,2,0,1,6.0,-2,3
COC(=O)c1nc2n(n1)C(c1cccc(Cl)c1)C1=C(CCCC1=O)N2 (stereo not given),-23,21,0,6,1,1,-2.4,-3,-13
CCOC(=O)CC1C(=O)NCCN1Cc1ccc(OC)c(OC)c1 (stereo not given),-5,5,-31,1,1,11,0.9,4,5
Cc1nc(S/C(=C/c2ccc(-c3ccc(Cl)cc3)o2)C(=O)O)n[nH]1,-37,-9,-3,4,0,3,0.2,-2,-2
O=C(CN(Cc1ccc2c(c1)OCO2)C(=O)c1cnsn1)NC1CCCC1,-1,9,4,9,3,3,-6.2,-4,5
COc1ccccc1CNC(=O)COC(=O)Cc1c(Cl)cccc1Cl,-5,-6,-6,-4,1,5,2.3,-4,31
Cc1ccc(C2C(C#N)=C(N)Oc3n[nH]c(-c4ccccc4)c32)o1 (stereo not given),6,-2,-12,-20,14,3,-0.5,-2,7

# More records follow.
SMILES,NCF1 inh,NPY-Y2 PAM-ag,S1P4 antag,NPY1 pot ag,NPY Y1 blocker,BaF3 tox,S1P4 ag,Ba/F3 V617F tox,CHOP inhibitor
COc1cccc(C(=O)Nc2ccc(NC(=O)C(C)C)nc2)c1,0,9,0,1,-6,-1,0.1,-2,-44
O=C(CSc1nnc(-c2ccco2)o1)NC(=O)Cc1ccccc1,-9,-15,-7,1,6,5,1.6,2,11
Cc1ccc(NC(=O)C2CC(=O)Nc3ncnn32)cc1Cl (stereo not given),-15,-9,-10,20,x,-6,0.5,-5,-10
Cc1nc(C)c(C(=O)OCC(=O)N2CCN(c3ccccc3)CC2)s1,3,2,-25,10,-8,6,-0.7,0,-6
COc1ccc(Cl)cc1-c1nc(SCC(=O)NCCN2C(=O)CSC2=O)n[nH]1,-13,5,-4,21,-4,3,0.6,-1,6
Cc1cc(/C=N/NC(=O)C(O)(c2ccccc2)c2ccccc2)c(C)n1-c1cccc(C(=O)O)c1,-36,3,0,2,x,-1,-1.4,1,2
CC(C)Nc1nc(Cl)nc(N(C#N)CN2C(=O)c3ccccc3C2=O)n1,4,-6,-2,-30,3,1,1.2,2,-22
O=C(O)c1ccc(S(=O)(=O)Nc2ccc(F)c(Cl)c2)cc1,-1,-5,-28,13,1,2,-0.9,4,51
COc1cc(NC(=O)CCNS(=O)(=O)c2ccc3c(c2)CCC(=O)N3)cc(OC)c1,-6,8,5,0,3,3,2.2,-2,2
Cc1coc2cc3oc(=O)c(Cc4ccccc4)c(C)c3cc12,1,4,-16,-24,2,4,0.8,-1,25
COc1cc(C=O)c(Cl)cc1OCC(N)=O,-6,2,1,-1,-1,2,-1.4,-1,17
COC(=O)CNC(=O)CNC(=O)c1nn(-c2ccc(OC)c(Cl)c2)c(=O)c2ccccc12,-19,-6,-19,10,-4,-1,0.8,1,15
O=C(Nc1cccnc1)c1sc2cccc(F)c2c1Cl,-7,-4,-14,-8,2,9,1.4,0,39
CCCCCc1nnc(N)s1,-6,-5,0,-6,-4,4,-4.3,2,8
CC1CCCC(NC(=S)NC(=O)c2cncc(Br)c2)C1C (stereo not given),-4,13,-3,-7,-3,6,0.6,-1,3
Cc1ccc(S(=O)(=O)c2c(C)cc(C)nc2N2CCOCC2)cc1,1,2,9,-16,-6,12,1.1,6,-22
CCCSc1nnc(C(C)C)n1N,-6,1,1,20,-6,1,1.3,-8,45
Cc1c(C(=O)Nc2cnccn2)oc2ccccc12,-15,-17,-11,-20,4,3,-4.7,-3,-2
COc1cccc(CN2CCN(S(=O)(=O)c3ccc(NC(C)=O)cc3)CC2)c1OC,-7,-13,2,0,4,2,1.4,-1,-3
CNC(=S)N/N=C(\C)c1ccc(C)c(C)c1,-7,2,5,12,2,0,2.2,-1,9
CCN(CC(=O)Nc1ccc(NC(C)=O)cc1)C(=O)c1n[nH]c(=O)c2ccccc12,-2,-3,2,-2,2,2,1.0,-2,6
CN(C)CCNC(=O)Nc1ccc([N+](=O)[O-])cc1,-3,10,-3,9,-6,6,-0.9,-2,1
O=C(NC1CCCCC1)[C@H](O)[C@@H](O)C(=O)NC1CCCCC1,-8,-23,8,11,2,0,-0.9,-3,13
Fc1ccc(N2CCN(C(=S)NCC3CCCO3)CC2)cc1 (stereo not given),-1,-7,-3,21,-5,4,0.4,0,17
NC(=O)c1c[nH]c2ccccc12,-2,-7,9,-13,1,6,0.6,-2,8
Cc1ccccc1Nc1nnc(C)c(=O)n1N,6,-5,1,2,0,0,1.2,-4,0
COc1ccc(N2C(=O)CCC(C(=O)NCc3ccccn3)C2c2ccc(F)cc2)cc1 (stereo not given),-9,-6,-13,-15,0,5,0.0,1,9
Cc1ccc(CC(=O)Nc2cccnc2)cc1,-6,-2,10,-3,5,-1,0.0,-2,9
